Screens (PubChem BioAssay)
MrgX1 PAM: positive allosteric modulators of MrgX1, primary screen, HEK293 cells, Fluo-4 calcium flux. Mas-related G-protein coupled receptor member X1 (Homo sapiens), Q96LB2. FDSS; stronger effect = higher value. B-score at 10 µM. 310,000 compounds, 0.63% hits;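 active means plate-corrected calcium response at least 3 library SD above typical, normal starting fluorescence, not activating the receptor alone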;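 further: compound read alongside a low EC10 to EC30 dose of BAM8-22 agonist; peak minus trough fluorescence over baseline measured at the second addition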
RGS4 act: RGS4 potentiators or activators, primary screen, cell-based, HEK293 M3R inducible RGS4, calcium flux; carbachol calcium flux Fluo4; stronger effect = lower value; B-score at 10 µM; 310,000 compounds, 0.92% hits; AID 463111, 2010;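 active means B-score of the integrated calcium signal more than 4 SD below the library mean, with starting fluorescence not abnormally high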;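 further: negative B-score means reduced calcium response which marks RGS4 activation or potentiation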
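Material: M3R-expressing HEK293 line, RGS4 induced by doxycycline | Schedule: Overnight RGS4 induction, 30 min dye load 37 °C, 20 min compound RT | Measured by: Fluo4 fluorescence kinetic imaging of calcium | Read-out: Integrated calcium ratio converted to B score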
KCNQ1 block: inhibitors of human KCNQ1 channel, primary screen, cell-based, thallium flux, high-throughput; Potassium voltage-gated channel subfamily KQT member 1 (Homo sapiens), P51787; 310,000 compounds, 1.3% hits; CHO-K1 KCNQ1, FluxOR thallium flux fluorescence; stronger effect = higher value; AID 2642, 2010; B-score at 10 µM;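 active means compounds whose thallium flux B-score, printed positive for inhibition, exceeds three library SD while starting fluorescence stays within three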;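 further: channel opened by potassium depolarization with thallium stimulus after 20 min compound exposure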
TMEM16A inh: TMEM16A chloride channel inhibitors, primary screen, cell-based, HTS | AID 588511, 2011 | HEK293 TMEM16A/YFP iodide influx fluorescence, ionomycin | normalized B-score (activity score, 25-100; higher = stronger inhibition) at 10 µM | Anoctamin-1 (Mus musculus), Q8BHY3 | 310,000 compounds, 1.2% hits;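 active means ratio plate-corrected score three or more library SD toward inhibition, starting fluorescence score within five deviations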;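 further: score derived from kinetic fluorescence span divided by baseline fluorescence per well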
ANO1 activ: TMEM16A chloride channel activators or potentiators, primary screen, cell-based, HTS; Anoctamin-1 (Mus musculus), Q8BHY3; 340,000 compounds, 0.3% hits; B-score at 10 µM; HEK293 TMEM16A/YFP-H148Q/I152L, iodide quench fluorescence; stronger effect = lower value;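 active means fluorescence-ratio B-score plate-corrected deviation score at least 3 library SD below zero, with starting fluorescence score within 5 deviations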;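 further: channel opened by trigger with iodide after compound preincubation; score built on the fluorescence ratio of max minus min over baseline; more negative score means more quench and so TMEM16A activation or potentiation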
KCNK3 inh: human KCNK3 channel inhibitors, primary screen, CHO cells, FluxOR thallium flux, B-score; FluxOR fluorescence; stronger effect = lower value; 340,000 compounds, 0.84% hits; Potassium channel subfamily K member 3 (Homo sapiens), O14649; B-score at 10 µM; AID 602410, 2012;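 active means B-score under library mean minus 4 SD, starting fluorescence ratio at most library mean plus 5 SD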;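 further: more negative B-score means stronger inhibition of thallium flux through KCNK3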
hERG protect: hERG rescue from dofetilide block, primary screen, cell-based, CHO-hERG, FluxOR thallium flux, dofetilide IC70 | Voltage-gated inwardly rectifying potassium channel KCNH2 (Homo sapiens), Q12809 | dofetilide IC70 present | activation (rescue from dofetilide block), less the hit threshold, % at 10 µM | 310,000 compounds, 0.51% hits;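 active means activation above the mean of controls blocked by dofetilide plus 5 SD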;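 further: thallium influx through hERG after potassium depolarization seen as dye fluorescence rise; in these data hits start at about 4.7%; inactives centre near -7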
Target sequence (Q12809 whole entry, looked up): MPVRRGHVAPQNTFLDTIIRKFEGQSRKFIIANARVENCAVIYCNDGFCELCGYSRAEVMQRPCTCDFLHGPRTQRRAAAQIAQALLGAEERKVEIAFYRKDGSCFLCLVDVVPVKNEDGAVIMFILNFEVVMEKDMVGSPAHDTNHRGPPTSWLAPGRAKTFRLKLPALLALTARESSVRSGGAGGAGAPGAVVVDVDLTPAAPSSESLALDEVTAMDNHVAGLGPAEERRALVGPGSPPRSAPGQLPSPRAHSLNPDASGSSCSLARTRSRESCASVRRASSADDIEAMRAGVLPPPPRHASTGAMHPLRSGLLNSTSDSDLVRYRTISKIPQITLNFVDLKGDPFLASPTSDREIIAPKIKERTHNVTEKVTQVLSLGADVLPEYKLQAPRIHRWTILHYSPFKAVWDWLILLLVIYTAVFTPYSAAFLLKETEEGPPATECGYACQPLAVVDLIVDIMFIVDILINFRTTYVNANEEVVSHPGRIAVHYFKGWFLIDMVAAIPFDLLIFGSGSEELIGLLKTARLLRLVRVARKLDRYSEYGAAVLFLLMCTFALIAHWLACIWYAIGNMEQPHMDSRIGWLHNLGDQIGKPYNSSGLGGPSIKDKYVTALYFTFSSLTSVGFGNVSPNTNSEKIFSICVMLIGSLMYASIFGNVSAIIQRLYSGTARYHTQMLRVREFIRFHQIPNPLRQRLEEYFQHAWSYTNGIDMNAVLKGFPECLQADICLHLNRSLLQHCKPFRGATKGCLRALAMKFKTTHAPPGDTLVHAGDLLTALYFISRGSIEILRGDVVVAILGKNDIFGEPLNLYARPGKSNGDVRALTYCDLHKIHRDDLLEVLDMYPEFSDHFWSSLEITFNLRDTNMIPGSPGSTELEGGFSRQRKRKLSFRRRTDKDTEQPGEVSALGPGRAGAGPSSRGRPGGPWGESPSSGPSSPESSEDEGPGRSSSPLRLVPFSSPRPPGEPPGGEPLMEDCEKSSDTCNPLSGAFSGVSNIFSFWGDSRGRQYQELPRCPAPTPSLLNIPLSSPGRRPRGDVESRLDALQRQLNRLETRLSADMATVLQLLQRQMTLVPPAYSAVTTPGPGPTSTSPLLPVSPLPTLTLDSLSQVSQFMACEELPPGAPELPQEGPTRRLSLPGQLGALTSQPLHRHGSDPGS
MrgX1 agonist: agonists of human MrgX1 receptor, primary screen, HEK293 cells, Fluo-4 calcium flux. 310,000 compounds, 0.44% hits. Fluo-4 calcium fluorescence, agonist mode; stronger effect = higher value. B-score at 10 µM. Mas-related G-protein coupled receptor member X1 (Homo sapiens), Q96LB2;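 active means calcium response B-score plate-corrected fluorescence ratio at least 3 library SD, with starting fluorescence B-score inside 5 SD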
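Test system: HEK293 cells stably expressing human MrgX1 receptor; Input: fifteen thousand cells per well; Dosing: compound delivered in addition one of three; Schedule: overnight seeding, then 1 h dark dye loading; Technique: Fluo-4 NW calcium fluorescence; Measure: B-scored fluorescence response ratio; Controls: positive and negative controls per plate.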
KCNK9 inh: KCNK9 potassium channel inhibitors, primary screen, HEK293 cells, thallium flux | Potassium channel subfamily K member 9 (Homo sapiens), Q9NPC2 | FluxOR thallium flux fluorescence; stronger effect = lower value | B-score at 10 µM | 310,000 compounds, 1.2% hits;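 active means ratio B-score over 3 SD below the library mean, with starting fluorescence within 5 SD of its mean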;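 further: negative B-score means less thallium flux so channel inhibition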
RGS4 inh: RGS4 inhibitors, primary screen, cell-based, HEK293 M3R inducible RGS4, calcium flux. Fluo-4 calcium flux; stronger effect = higher value; triggered by carbachol at its EC20. AID 463165, 2010. 310,000 compounds, 0.45% hits. B-score at 10 µM;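 active means B-score, a plate-corrected calcium signal, over three deviations above library mean, with baseline fluorescence within five deviations of library mean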;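 further: RGS4 expression induced by doxycycline in cells with stable M3 receptor; B-score is computed from the integrated fluorescence ratio over baseline after carbachol; higher B-score means a larger calcium signal and so more RGS4 inhibition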
KCNQ1 act: potentiators or activators of KCNQ1 channel, primary screen, cell-based, thallium flux, high-throughput; AID 2648, 2010; CHO-K1 KCNQ1, thallium flux FluxOR fluorescence; stronger effect = higher value; Potassium voltage-gated channel subfamily KQT member 1 (Homo sapiens), P51787; B-score at 10 µM; 310,000 compounds, 0.35% hits;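 active means fluorescence ratio B-score, a plate-corrected score, at least three library SD, with initial intensity B-score within 5 SD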
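Assay system: CHO-K1 cells stably expressing KCNQ1. Medium: assay buffer for compound exposure, DMSO matched across wells. Timing: 37 °C overnight plating, 90-min dark dye load, 20-min compound pretreatment. Signal: kinetic FluxOR fluorescence, 10 s baseline plus 110 s post-stimulus.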
Active calls of the source: *; i = inactive; x = no result given.

SMILES	MrgX1 PAM	RGS4 act	KCNQ1 block	TMEM16A inh	ANO1 activ	KCNK3 inh	hERG protect	MrgX1 agonist	KCNK9 inh	RGS4 inh	KCNQ1 act
O=C(Nc1ccc(S(=O)(=O)N2CCCCC2)cc1)c1ccc(F)cc1	i	i	i	i	i	i	-2	i	i	i	i
O/N=C/c1ccc(OCc2ccccc2)c(Br)c1	i	i	i	i	i	i	-6	i	i	i	i
CC(=O)c1ccc(OC(=O)C2CC(=O)N(c3cccc(C)c3)C2)cc1 (centres undefined)	i	i	i	i	i	i	-6	i	i	i	i
COc1ccccc1OCc1nc(-c2ccc([N+](=O)[O-])cc2)no1	i	i	i	i	i	i	-4	i	i	i	i
CCc1cccc2c(C(=O)CN3C(=O)NC(C)(c4cccc5ccccc45)C3=O)c[nH]c12 (centres undefined)	i	i	i	i	i	i	-6	i	i	11*	i
Cn1c(CN2CCCC2)c(C#N)c2ccccc21	i	i	i	i	i	i	-10	i	i	i	i
CCOC(=O)c1ccc(NC(=O)N2CCN(c3ccccc3OC)CC2)cc1	i	i	i	i	i	i	-13	i	i	i	i
Cc1cc2c(c(=O)n1Cc1cccnc1)C(c1ccccc1)C(C#N)=C(N)O2 (centres undefined)	i	i	i	i	i	i	-5	i	i	i	i
CCN(CC(=O)Nc1ccccc1OC)C(=O)c1cccc(-n2cccc2)c1	i	i	i	i	i	i	-11	i	i	i	i
O=C(N/N=C/c1cccnc1)c1ccccc1OCc1ccc(Cl)cc1	i	i	i	i	x	x	-5	i	-6.9*	i	i
COc1ccc(C2C(C(=O)N3CCN(c4ccccc4)CC3)c3ccccc3C(=O)N2C)cc1OC (centres undefined)	i	i	i	100*	i	i	-12	i	i	i	i
COc1ccccc1CCC(=O)OCC(=O)c1c(N)n(CC(C)C)c(=O)n(C)c1=O	i	i	i	i	i	i	-21	i	i	i	i
COc1ccccc1/C=C/C(=O)OCC(=O)Nc1cc(C(F)(F)F)ccc1N1CCOCC1	x	i	i	x	i	i	-6	x	i	i	i
COc1ccc(/C=N/N2CCN(c3ccccc3OC)CC2)cc1OC	i	i	i	i	i	i	-13	i	i	i	i
CCc1ccc(/C(C)=N/NC(=O)c2ccccn2)cc1	i	i	i	i	i	i	-4	i	i	i	i
CCOc1ccc(C(=O)Nc2ccc(N3CCN(C)CC3)cc2)cc1Br	i	i	i	i	i	i	-11	i	i	i	i
Nc1nc(Nc2ccccc2F)sc1C(=O)c1ccccc1	i	i	i	i	i	i	-6	i	i	6.5*	i
c1ccc(-c2nc3ccccn3c2NC2CCCC2)nc1	i	i	i	i	i	i	-19	i	i	i	i
Cn1c(CCCOc2ccc(Cl)cc2Cl)nnc1SCC(=O)Nc1cccc(F)c1	i	i	i	i	i	i	-7	i	i	i	i
CC1=NN(c2ccccc2)C(=O)C1c1ccccc1 (centres undefined)	i	i	i	i	i	i	-2	i	i	i	i
O=C(CN1CCN(c2ccc(O)cc2)CC1)Nc1ccc2c(c1)OCCO2	i	i	i	i	i	i	-9	i	i	i	i
CN(CC(=O)Nc1ccc(F)c(F)c1F)C(=O)CN1C(=O)C2CCCCC2C1=O (centres undefined)	i	i	i	i	i	i	-5	i	i	i	i
CN1/C(=C\C(=O)COC(=O)c2ccc([N+](=O)[O-])o2)C(C)(C)c2ccccc21	i	i	i	i	i	i	-11	i	i	i	i
CCCCCCc1ccc(OCC(=O)OC)cc1OCC(=O)OC	i	i	i	i	i	i	-6	i	i	i	i
N#CC1=C(N)Oc2n[nH]c(-c3cccs3)c2C1c1cccs1 (centres undefined)	i	i	i	i	i	i	-7	i	i	i	i
CC(=O)NN1C(=O)/C(=C\c2ccccc2)SC1=S	9.5*	i	i	i	i	i	0	i	i	i	i
O=C(Cc1ccc(NS(=O)(=O)c2cccc(C(F)(F)F)c2)cc1)NCCN1CCOCC1	i	i	i	i	i	i	-14	i	i	i	i
Cc1ccc(C(=O)NC(NCc2ccccc2)C(Cl)(Cl)Cl)cc1 (centres undefined)	i	i	i	i	i	i	-8	i	i	i	i
CSc1nnc2c3cc(C)ccc3n(Cc3ccccc3)c2n1	i	i	i	i	i	i	-8	i	i	i	i
Cc1ccccc1C1N(c2nccs2)C(=O)C2CCCN21 (centres undefined)	i	i	i	i	i	i	-4	i	i	i	i
CCC(=O)OC1(C)C(=O)C=C2C=C(C3CC3)OC=C2C1=O (centres undefined)	i	i	i	i	i	i	-9	i	i	i	i
Cc1ccc(NC(=O)N/C=C/c2ccco2)cc1	i	i	i	i	i	i	-17	i	i	i	i
N#C/C(C(=S)Nc1ccccc1)=C1/NN=C(N2CCOCC2)N1c1ccccc1	i	i	i	i	i	i	-3	i	i	i	i
Cc1ccc(C2CC(c3ccccc3)=NN2C(=O)CSc2nnc(-c3ccc(Cl)cc3)o2)o1 (centres undefined)	i	i	i	i	i	i	-12	i	i	i	i
COc1cc2c(=O)n(CCC(=O)NCC3CCCO3)c(=O)n(CC(=O)Nc3ccc(C)cc3C)c2cc1OC (centres undefined)	i	i	i	i	i	i	-6	i	i	i	i
CSc1ccc(S(=O)(=O)NC2CC2)cc1	i	i	i	i	i	i	-11	i	i	i	i
CC(=O)c1cc(F)c(N2CCOCC2)cc1C	i	i	i	i	i	i	-7	i	i	i	i
Cc1ccc2[nH]c3c(N4CCOCC4)ncnc3c2c1	i	i	i	i	i	i	4	i	i	i	i
CCCCOc1ccc(C(O)(CCC)CCN2CCOCC2)cc1 (centres undefined)	i	i	i	i	i	i	-6	i	i	i	i
Fc1ccc(-n2nnc(-c3cnc4ccccc4c3)n2)cc1	i	i	i	i	i	i	-3	i	i	i	i
CCCOc1cccc(C(=O)N/N=C/c2coc3ccccc3c2=O)c1	i	i	i	i	i	i	-18	i	i	i	i
COc1cc(/C=C2/SC(=S)N(c3ccccc3)C2=O)ccc1Oc1nc(N2CCOCC2)nc(N2CCOCC2)n1	i	i	i	i	i	i	-8	i	i	i	i
O=C(C1COc2ccccc2O1)N1CCN(Cc2ccc(Br)cc2F)CC1 (centres undefined)	i	i	8*	i	i	i	-7	i	i	i	i
CCNc1nc(SCC(N)=O)nc2sc3c(c12)CCN(C)C3	x	i	i	x	i	i	-10	x	i	i	i
C=C(C)Cn1c(SCCCO)nc2c1c(=O)[nH]c(=O)n2C	i	i	i	i	i	i	-10	i	i	i	i
CC(C)C(=O)NN(C(=O)c1ccccc1)c1ccccc1	i	i	i	i	i	i	-11	i	i	i	i
CCN(C(=O)COC(=O)/C=C/c1nc2ccccc2s1)C1CCS(=O)(=O)C1 (centres undefined)	i	i	i	i	i	i	-10	i	i	i	i
O=C(CN(C(=O)c1csnn1)c1cccc2ccccc12)NCc1ccc(F)cc1	i	i	i	i	i	i	-4	i	i	i	i
COc1ccc2c(c1)[nH]c1c(=O)n(Cc3ccncc3)cnc12	i	i	i	i	i	i	-8	i	i	i	i
OCC1CCCN(Cc2cn(Cc3ccccc3)nc2-c2cc3ccccc3o2)C1 (centres undefined)	i	i	i	i	i	i	-8	i	i	i	i
O=C(NN=C(Cc1ccccc1)Cc1ccccc1)C1CC1	i	i	i	i	i	i	-11	i	i	i	i
Cc1nnc(N/N=C/c2ccc(-c3ccccc3F)o2)n1N	i	i	i	i	i	i	-12	i	i	i	i
CCOC(=O)c1ccc(NC(=O)CCC2COc3ccccc3O2)cc1 (centres undefined)	i	i	i	i	i	i	-11	i	i	i	i
CCC(Sc1ncccc1C(=O)O)C(=O)N1CCCC1 (centres undefined)	i	i	i	i	i	i	-11	i	i	i	i
CSCC[C@H](NC(=O)OC(C)(C)C)C(=O)N1CCC(C(=O)N[C@@H](Cc2c[nH]c3ccccc23)C(=O)O)CC1	i	i	i	i	i	i	0	i	i	i	i
Cc1ccc(NCC(=O)c2ccccc2)cc1Cl	i	i	i	i	i	i	-8	i	i	i	i
COc1ccc(N(C(=O)Cc2cccs2)C(C(=O)NC2CCCC2)c2ccncc2)cc1OC (centres undefined)	i	i	i	i	i	i	-3	i	i	i	i
CC(C)N(C)Cc1nnnn1CC(=O)NCCc1cccc(C(F)(F)F)c1	i	i	i	i	i	i	0	i	i	i	i
CCn1ccc(C(=O)NC2=NCCS2)n1	i	i	i	i	i	i	2	i	i	i	i
CCn1c(C)[n+](CC)c2ccc(S(=O)(=O)NC)cc21	i	i	i	i	i	i	-4	i	i	i	i
New compounds follow.
SMILES	MrgX1 PAM	RGS4 act	KCNQ1 block	TMEM16A inh	ANO1 activ	KCNK3 inh	hERG protect	MrgX1 agonist	KCNK9 inh	RGS4 inh	KCNQ1 act
Cn1c(=O)c([N+](=O)[O-])c(N2CCN(Cc3ccc4c(c3)OCO4)CC2)c2ccccc21	i	-7.3*	i	i	i	i	-7	i	i	i	i
N#CC1=C(N)OC2=C(C(=O)CC(c3ccccc3)C2)C1c1cccnc1 (centres undefined)	i	i	i	i	i	i	-7	i	i	i	i
Cc1cccc(NC(=O)C2C3C=CC(C4CC34)C2C(=O)O)c1 (centres undefined)	i	i	i	i	i	i	-8	i	i	i	i
N#CCCN/N=C(\Cc1nc2ccccc2[nH]1)c1ccccc1	i	i	i	i	i	i	-9	i	i	i	i
Cc1[nH]c2c(ccc3cccnc32)c1C	i	i	i	i	i	i	-9	i	i	i	i
